# High-throughput results (PubChem)
# BCR signal inh: chronic active BCR signaling inhibition | ABC-DLBCL IkBa-CBG/CBR reporter, luminescence ratio, 4 h | Potency, µM (series often up to 46.1 µM), for inactives: top-dose ratio change, negative = lower green/red ratio, actives largely listed as inhibitors | 340,000 tested, 0.05% active; active means well fitted inhibition curve with a large enough effect in the signal ratio, with a control signal flat, not every such curve was filed as active; inconclusive means small, poorly fitted or top-dose-only effect, or effect the other way, or a change in a side signal; the % refers to the signal ratio;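 further: potency means the concentration at half of the fitted maximal effect; plate controls were basal doxycycline-induced cells for no effect and cells given 10 µM MG132 for full effect; MG132 reads +100%, hits lower the ratio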
#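 Cell line TMD8 (human ABC DLBCL), stably expressing tet-inducible CBG68-IkBa fusion and CBR; IMDM/0.5% FBS; cpd up to 46 uM; dox induction, 4 h, 37C/5% CO2; dual luminescence; green/red ratio; MG132 control.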
# Menin MLL FP TR: menin-MLL binding inhibition, Texas Red mutant peptide. O00255. Menin + Texas Red MLL mutant peptide, fluorescence polarization. Potency, µM (doses to about 61.6 µM), for inactives: at the highest dose FP activity change, negative = inhibition, actives largely listed as inhibitors. 270,000 tested, 0.23% active. AID 1768; active means well fitted inhibition curve with a large enough effect in the polarisation, with a control signal flat, not every such curve was filed as active; inconclusive means small, poorly fitted or top-dose-only effect, or effect the other way, or a change in a side signal; inactive means no such curve, though single readings can be large or run the other way; the % refers to the polarisation; further: potency means the concentration at half of the fitted maximal effect; % of control where 0% means no effect; many of its hits are not listed in these tables
# PKM2 activator: PKM2 (human) enzyme activation | P14618 | purified PKM2, Kinase-Glo ATP luminescence, activation; response scale: 0% is enzyme alone, no compound | Potency, µM (top dose mostly 57.5 µM), without a hit: at the top dose activation, usual class: activators | 260,000 tested, 0.34% active | AID 1631; further: potency means the concentration at half of the fitted maximal effect; on the % scale 0 is the no-effect control and ±100 the full control effect; nearly all actives have a fitted effect of over 55% in size
#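 Purified hPK-M2 (>95%) run at intermediate activity with 0.1 mM ADP and 0.5 mM PEP in 50 mM imidazole pH 7.2, KCl, MgCl2; 1 h room temperature. ATP formed read by Kinase-Glo luminescence; normalized to uninhibited and no-enzyme controls.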
# Tb PFK block: blocks T. brucei phosphofructokinase. 330,000 tested, 0.17% active. T. brucei PFK, ADP-Glo luminescence. Potency, µM (titrated, usually from 57.5 µM), inactives show top-dose activity, negative = inhibition, usual class: inhibitors. O15648;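 further: potency means the concentration at half of the fitted maximal effect; 0% = uninhibited 1x PFK enzyme wells and -100% = no-enzyme wells; nearly all actives have a fitted effect of over 60% in size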
# Target sequence (O15648 whole entry, looked up): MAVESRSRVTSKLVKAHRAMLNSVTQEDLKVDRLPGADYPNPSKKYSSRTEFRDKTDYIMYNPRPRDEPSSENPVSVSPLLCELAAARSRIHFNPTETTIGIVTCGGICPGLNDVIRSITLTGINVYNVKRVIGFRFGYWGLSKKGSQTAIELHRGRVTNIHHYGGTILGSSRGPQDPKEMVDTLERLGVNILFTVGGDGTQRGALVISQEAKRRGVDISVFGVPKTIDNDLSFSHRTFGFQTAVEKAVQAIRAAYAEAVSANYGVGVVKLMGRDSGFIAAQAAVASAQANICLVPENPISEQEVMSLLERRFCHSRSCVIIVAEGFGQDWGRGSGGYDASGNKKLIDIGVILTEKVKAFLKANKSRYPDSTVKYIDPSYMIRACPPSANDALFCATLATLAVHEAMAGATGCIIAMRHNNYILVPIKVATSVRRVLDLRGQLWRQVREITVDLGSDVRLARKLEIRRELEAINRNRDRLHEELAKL
#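 PFK 1.25 nM, F6P 0.5 mM, ATP 0.1 mM, 0.1 M TEA pH 8.0, 5 mM MgCl2, 0.01% Tween20, 0.1% BSA; 45 min RT. ADP-Glo readout. qHTS titration up to 57 uM; curves fitted, compounds curve-classed.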
# B2AR arrestin: beta2AR (human) beta-arrestin recruitment activity; beta-arrestin recruitment to beta2AR, cell-based reporter; 330,000 tested, 0.02% active; P07550; Potency, µM (top dose mostly 46.1 µM), for inactives: at the highest dose activation, most hits filed as activators;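 further: potency means the concentration at half of the fitted maximal effect; 0% = DMSO controls and full agonism = EC100 isoproterenol or metaproterenol; nearly all actives have a fitted effect of over 65% in size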
# Giardia kill: kills Giardia lamblia | Giardia lamblia trophozoite viability | activity change, % at 7.66 µM, hits read low | 340,000 tested, 0.15% active | AID 540267; in the data active means activity change below about -80%; inconclusive means between about -30% and that limit;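 further: parasites exposed to compound for two days anaerobically before the ATP read; on the % scale 0 is the no-effect control and ±100 the full control effect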
#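 Trophozoites 100 cells/well + cpd; 48 hrs, 37 deg C, anaerobic. ATPLite 1-Step added, 15-30 min RT, luminescence read (ATP-based viability).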
# GALK inh: inhibitors of human galactokinase | AID 1868 | Potency, µM (highest dose often 57.5 µM), without a hit: at the highest dose activity change, negative = inhibition, actives largely listed as inhibitors | Purified GALK, Kinase-Glo residual ATP luminescence | 270,000 tested, 0.007% active; further: potency means the concentration at half of the fitted maximal effect; on the % scale 0 is the no-effect control and ±100 the full control effect
#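 Quantitative HTS: GALK 5 nM, ATP 35 uM, galactose 100 uM, 1 h room temperature, then luciferase-based ATP detection.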
# a7 integrin act: activators of alpha7 integrin expression for muscular dystrophy; alpha7betagal myoblasts, beta-gal FDG fluorescence, 48 h; 350,000 tested, 0.064% active; Potency, µM (highest dose often 38.3 µM), for the others: at the top dose activation, most hits filed as activators;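 further: potency means the concentration at half of the fitted maximal effect; 100% = response of the positive control SU9516; nearly all actives have a fitted effect of over 60% in size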
#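 alpha7betagal+/- myoblasts (passage 13, 250/well) treated 48 h at 37C with compounds at 1:260 dilution of DMSO stock. Lysed, then beta-galactosidase activity read as FDG fluorescence (ex 480/em 540) after 30 min, with pre-read for autofluorescence.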
# PTAP TSG101 blk: blocks PTAP/TSG101 interaction to inhibit HIV-1 budding; 340,000 tested, under 10 active; Fluorescence polarization, FITC-PTAP peptide / Tsg101 binding; Q99816; AID 493005; Potency, µM (top dose mostly 115 µM), for the others: at the highest dose activity change, negative = inhibition, most hits filed as inhibitors; active means well fitted inhibition curve with a large enough effect in the main read-out, with a control signal flat, not every such curve was filed as active; inconclusive means small, poorly fitted or top-dose-only effect, or effect the other way, or a change in a side signal; inactive means no such curve, though single readings can be large or run the other way; further: potency means the concentration at half of the fitted maximal effect; % of control where 0% means no effect
# Target sequence (Q99816 whole entry, looked up): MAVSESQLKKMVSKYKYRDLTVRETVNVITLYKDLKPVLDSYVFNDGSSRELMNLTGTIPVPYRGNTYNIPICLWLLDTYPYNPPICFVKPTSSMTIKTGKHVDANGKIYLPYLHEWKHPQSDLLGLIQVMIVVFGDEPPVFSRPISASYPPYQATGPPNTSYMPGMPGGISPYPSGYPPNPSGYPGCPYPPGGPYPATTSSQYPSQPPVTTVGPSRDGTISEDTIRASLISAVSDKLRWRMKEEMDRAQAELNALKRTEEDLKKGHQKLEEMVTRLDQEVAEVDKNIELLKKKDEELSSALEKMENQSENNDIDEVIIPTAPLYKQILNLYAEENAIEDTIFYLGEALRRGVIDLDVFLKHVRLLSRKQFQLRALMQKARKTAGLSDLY
#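 Compounds were pin-transferred onto Tsg101 binding domain (10 uM final) in HEPES pH 7.5 buffer, then FITC-PTAP peptide was added at 50 nM final. After 20 min at RT, polarization reported peptide displacement across a qHTS concentration series.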
# Coupling enz: inhibits coupling enzyme system, counter-screen for aldolase hits; coupling enzyme system counterscreen, AmpLite Red fluorescence; activity change, negative = inhibition, % at 58.2 µM, hits read low; 290,000 tested, 0.67% active; AID 2472; in the data active means activity change below about -30%; further: on the % scale 0 is the no-effect control and ±100 the full control effect
#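 Counterscreen of the coupled detection system alone, without aldolase: glyceraldehyde-3-phosphate coupling enzymes plus AmpLite Red readout. Compounds at 57.5 uM final, 10 min RT preincubation, 20 min RT reaction, fluorescence 525/598 nm.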
# S-ASM inh: blocks human secretory acid sphingomyelinase; placental ASM, HMU-PC fluorogenic substrate, 60 min; Potency, µM (highest dose often 57.5 µM), for inactives: at the top dose activity change, negative = inhibition, most hits filed as inhibitors; 340,000 tested, 0.006% active; AID 504937; further: potency means the concentration at half of the fitted maximal effect
#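 qHTS format. ASM enzyme prepared from human placenta hydrolyses the fluorogenic substrate HMU-PC0 (9 uM final) over 60 min at 37 °C after a 10 min compound preincubation.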
# * hit, by the source's call; ? = inconclusive; . = not tested or not shown; [ ] = remark or other dose. Unless noted, the call rests on the fitted dose curve; in most records, active means well fitted curve in the direction sought with a large enough effect; inconclusive means small, poorly fitted or top-dose-only effect, or another doubt; inactive means no such curve, though single readings can be large; an effect the other way counts as inactive or inconclusive.
compound,BCR signal inh,Menin MLL FP TR,PKM2 activator,Tb PFK block,B2AR arrestin,Giardia kill,GALK inh,a7 integrin act,PTAP TSG101 blk,Coupling enz,S-ASM inh
CCC(C)N(C(=O)COC(=O)C1CCN(S(=O)(=O)c2ccc(C)c(C)c2)CC1)C1CCS(=O)(=O)C1 (stereo not drawn),-6%,.,.,-7%,0.1%,29,.,0%,-7%,.,-2%
Cc1ccc(C)c(NC(=O)c2cc(-c3ccccc3O)n[nH]2)c1,?,?,.,9%,0.2%,1,0%,-3%,-1%,-1,-2%
CC(=O)c1ccc(NC(=O)Cn2cnc(S(=O)(=O)N3CCC(C)CC3)c2)cc1,3%,.,.,2%,0.1%,3,-8%,26%,0%,.,2%
N#Cc1ccccc1Sc1ccccc1C(=O)NCC(c1ccco1)N1CCCCC1 (stereo not drawn),-2%,.,.,1%,4.6%,-30,.,-5%,2%,.,-1%
Cc1nn2c(-c3ccc(S(=O)(=O)N4CCN(CCO)CC4)o3)nnc2c2ccccc12,-26%,?,.,1%,0.4%,4,-3%,-17%,-6%,0,-2%
Cc1ccc2cc(C3CC(c4cccs4)=NN3S(C)(=O)=O)c(Cl)nc2c1 (stereo not drawn),?,.,-2%,1%,-0.3%,16,5%,-45%,5%,0,-1%
COc1ccc(NC(=O)CN(C)C(=O)c2cccc(S(=O)(=O)Nc3ccc(F)cc3)c2)cc1,-1%,.,.,-2%,-0.2%,8,.,31%,-3%,.,1%
O=C(Cc1ccc(Cl)cc1)OCC(=O)N1CCCCCC1,4%,.,.,1%,-0.3%,-1,.,0%,0%,.,2%
CCOc1ccc(S(=O)(=O)Nc2nc3cc(OC)ccc3s2)cc1,5%,9%,?,6%,0.6%,0,3%,21%,-9%,12,1%
O=C(N/N=C/c1cccc(C(F)(F)F)c1)C1CCN(c2ncc(C(F)(F)F)cc2Cl)CC1,-10%,-5%,1%,-3%,0.4%,-7,0%,-3%,-7%,-1,1%
CCCn1c(SCc2nc(N)nc(N3CCCCC3)n2)nc2c1c(=O)n(C)c(=O)n2C,0%,7%,.,-1%,0.0%,-5,9%,-1%,-1%,2,0%
Cc1[nH]ccc(=O)c1OCC(=O)O,-7%,.,0%,-2%,0.5%,-13,1%,19%,1%,0,-2%
Cc1c(CN(C)C(=O)CSc2nc(-c3ccco3)cc(C(F)(F)F)n2)cnn1C,5%,-3%,-1%,-4%,-0.3%,10,5%,13%,-2%,3,-4%
COc1ccccc1OCCn1cc(C#N)c2ccccc21,-12%,0%,9%,4%,0.6%,-9,2%,-9%,-3%,1,-2%
Cc1ccc(-n2cc(CNCC3CC(=O)N(C4CC4)C3)c(-c3cccc(C)c3)n2)cc1 (stereo not drawn),?,-3%,-13%,-1%,-0.7%,14,3%,-35%,-1%,-4,0%

# Compound profiles (already shown). Values in the order: BCR signal inh, Menin MLL FP TR, PKM2 activator, Tb PFK block, B2AR arrestin, Giardia kill, GALK inh, a7 integrin act, PTAP TSG101 blk, Coupling enz, S-ASM inh
# O=C(Cc1ccc(Cl)cc1)OCC(=O)N1CCCCCC1 across the screens: 4%, ., ., 1%, -0.3%, -1, ., 0%, 0%, ., 2%
# Cc1ccc2cc(C3CC(c4cccs4)=NN3S(C)(=O)=O)c(Cl)nc2c1 (stereo not drawn) across the screens: ?, ., -2%, 1%, -0.3%, 16, 5%, -45%, 5%, 0, -1%
# Cc1nn2c(-c3ccc(S(=O)(=O)N4CCN(CCO)CC4)o3)nnc2c2ccccc12 across the screens: -26%, ?, ., 1%, 0.4%, 4, -3%, -17%, -6%, 0, -2%

# Further results.
compound,BCR signal inh,Menin MLL FP TR,PKM2 activator,Tb PFK block,B2AR arrestin,Giardia kill,GALK inh,a7 integrin act,PTAP TSG101 blk,Coupling enz,S-ASM inh
O=C(CCCO)N/N=C/c1cc(Br)ccc1O,2%,-2%,-4%,-1%,0.3%,-11,0%,0%,-2%,1,427%[activator]
Cc1cc(C)cc(N(CC(=O)Nc2ccc(C(F)(F)F)cc2)S(=O)(=O)c2c(C)[nH]c(=O)[nH]c2=O)c1,6%,.,.,0%,0.0%,-10,4%,8%,-4%,.,-18%
O=C(CSc1nnc(-c2ccncc2)n1Cc1ccccc1)NCCc1ccccc1,12%,2%,-2%,1%,0.2%,8,2%,11%,-1%,1,5%
O=C(Nc1cccc2c1C(=O)NC2=O)c1ccc(N2C(=O)CCC2=O)cc1,-1%,?,-2%,-1%,0.0%,-19,7%,-4%,-1%,1,5%
CC(NC(=O)Nc1nnc(C(F)(F)F)s1)(C(F)(F)F)C(F)(F)F,13%,0%,0%,0%,0.1%,4,-1%,-63%[inhibitor],3%,-11,-2%
Cc1ccc(S(=O)(=O)C2C(=O)NC3(C)CC2c2ccccc2O3)cc1 (stereo not drawn),?,1%,-7%,-2%,-0.4%,-2,0%,0%,1%,-12,0%
c1ccc(C2Nc3ccccc3C3OCCCC23)cc1 (stereo not drawn),6%,1%,1%[11.5 µM],2%,-0.3%,-1,2%,-24%,0%,0,-10%
Cc1oc2cc3oc(=O)c(CCC(=O)NCc4ccccn4)c(C)c3cc2c1C,12%,?,0%,-2%,-1.0%,-6,.,-6%,-3%,-1,60%[activator]
CCc1cc(=O)oc2cc(C)cc(OCC(=O)C(C)(C)C)c12,-1%,-19%,0%,-1%,0.0%,1,4%,0%,-4%,8,-3%
CC(=O)N(CCCCN1C(=O)c2ccccc2C1=O)c1ccc(C)cc1,?,-5%,4%,-4%,-0.4%,-6,0%,23%,0%,2,3%
Cc1ccc(S(=O)(=O)NNC(=O)Nc2cccc(F)c2)c(C)c1,?,.,-2%,0%,-0.7%,-14,-3%,42%,-1%,.,-8%
O=C(c1ccc(OC2CCN(CCc3ccccc3)CC2)cc1)N1CCCC(O)C1 (stereo not drawn),-1%,-13%,1%,-2%,-1.2%,-3,8%,4%,0%,2,9%
OCC1(Cc2ccc(Cl)cc2)CCN(Cc2ccc(F)c(F)c2)CC1,0%,.,-1%,2%,-0.1%,11,3%,-38%,-2%,-1,-1%
COc1cc(O)cc(O)c1C(=O)/C=C/c1ccccc1,?,?,-3%,2%,0.0%,8,3%,-41%,-2%,2,-2%
COc1ccc(Cc2nnc(NC(=O)C(C)C)s2)cc1,8%,.,4%,-7%,-0.7%,-18,-1%,9%,-9%,2,7%
CCCCn1c(N)c(N(CCOC)C(=O)COc2ccc(C(C)=O)cc2)c(=O)[nH]c1=O,-5%,.,.,-5%,0.3%,-5,.,18%,-1%,.,4%
CCOc1ccc(CCNC(=O)CS(=O)Cc2nc(-c3ccccc3C)oc2C)cc1OCC (stereo not drawn),-5%,.,.,1%,-0.9%,1,-4%,-14%,1%,.,-1%
O=C(CCN1CCOCC1)N1CCCC(Nc2ccc(F)cc2)C1 (stereo not drawn),-8%,1%,-3%,4%,-0.9%,-12,7%,0%,-3%,0,0%
CCNC(=O)NC(=O)C(C)OC(=O)CCCc1nc2ccccc2s1 (stereo not drawn),-12%,-4%,-1%,-14%,-0.8%,-13,5%,38%,-2%,0,-2%
CO/N=C/c1ccc(N2CCN(C(=O)c3ccc(Cl)cc3Cl)CC2)c([N+](=O)[O-])c1,2%,3%,0%,6%,-0.1%,18,-3%,-53%[inhibitor],-7%,-6,-11%
COc1ccc(Nc2nccc(-c3ccc([N+](=O)[O-])cc3)n2)cc1,-19%,?,.,-2%,-0.8%,-17,-2%,36%,-6%,-1,0%
CCOc1ccc(C(=S)N2CCCC2)cc1OC,-4%,-2%,6%,1%,-0.2%,-8,1%,-12%,-2%,3,1%
COc1ccc(OC)c(-c2csc(NC(=O)C3CSC4(C)CCC(=O)N34)n2)c1 (stereo not drawn),8%,.,.,-7%,0.4%,0,.,-34%[inhibitor],-1%,.,.
Cn1nc(-c2ccccc2)c(CN2CCN(c3ncccn3)CC2)c1Cl,-1%,0%,3%,2%,-0.6%,-16,4%,-21%,-3%,4,-2%

# A portion of the library (hit frequency here may not be typical).
